Bioassay records: PubChem, National Center for Advancing Translational Sciences (NCATS)
ALOX15 inhib – qHTS Assay for Inhibitors of 15-hLO (15-human lipoxygenase); Polyunsaturated fatty acid lipoxygenase ALOX15 (Homo sapiens), P16050; purified 15hLO-1, xylenol orange hydroperoxide absorbance; Potency, µM (top dose mostly 57.1 µM), for the others: at the top dose activity change, negative = inhibition, most hits filed as inhibitors; 1.4% of 74,000 active; AID 887, 2007; also: potency is read from the fitted curve at half-maximal effect; % is scaled to controls: 0 for no effect and ±100 for the full control effect; nearly all actives have a fitted effect of over 55% in size
Target sequence (P16050 whole entry, looked up): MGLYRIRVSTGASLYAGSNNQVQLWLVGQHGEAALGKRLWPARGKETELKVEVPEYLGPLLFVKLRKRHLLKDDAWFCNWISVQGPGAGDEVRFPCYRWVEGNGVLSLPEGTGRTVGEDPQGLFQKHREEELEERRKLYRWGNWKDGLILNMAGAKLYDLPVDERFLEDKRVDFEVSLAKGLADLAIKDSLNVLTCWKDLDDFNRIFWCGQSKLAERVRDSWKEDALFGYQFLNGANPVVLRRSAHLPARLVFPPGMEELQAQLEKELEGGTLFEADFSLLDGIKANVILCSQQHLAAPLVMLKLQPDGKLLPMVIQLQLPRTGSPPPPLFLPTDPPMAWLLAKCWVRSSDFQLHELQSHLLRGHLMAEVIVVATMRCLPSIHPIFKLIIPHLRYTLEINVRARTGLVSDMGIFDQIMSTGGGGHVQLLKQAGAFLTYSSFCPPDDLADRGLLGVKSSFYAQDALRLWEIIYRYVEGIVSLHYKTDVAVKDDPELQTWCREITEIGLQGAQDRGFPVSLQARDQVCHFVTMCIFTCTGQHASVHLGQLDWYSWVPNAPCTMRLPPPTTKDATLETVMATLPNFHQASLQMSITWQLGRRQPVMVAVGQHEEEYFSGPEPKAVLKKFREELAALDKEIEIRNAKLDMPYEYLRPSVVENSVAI
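Inhibition is scored from a chromogenic endpoint. After 15 min enzyme-compound contact, arachidonic acid (50 uM final) reacts 6 min with 40 nM 15hLO-1 at room temperature, then Fe-XO reagent is added for 30 min and absorbance ratio recorded.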
HADH2 inhib – qHTS Assay for Inhibitors of HADH2 (Hydroxyacyl-Coenzyme A Dehydrogenase, Type II) | Potency, µM (doses to about 57.1 µM), inactives show at the highest dose activity change, negative = inhibition, actives largely listed as inhibitors | recombinant HADH2, NADH fluorescence, beta-hydroxybutyryl-CoA | 3-hydroxyacyl-CoA dehydrogenase type-2 (Homo sapiens), Q99714 | 3.4% of 73,000 active; also: potency is read from the fitted curve at half-maximal effect; % is scaled to controls: 0 for no effect and ±100 for the full control effect; nearly all actives have a fitted effect of over 60% in size; many of its hits are not listed in these tables
Target sequence (Q99714 whole entry, looked up, one chain of several): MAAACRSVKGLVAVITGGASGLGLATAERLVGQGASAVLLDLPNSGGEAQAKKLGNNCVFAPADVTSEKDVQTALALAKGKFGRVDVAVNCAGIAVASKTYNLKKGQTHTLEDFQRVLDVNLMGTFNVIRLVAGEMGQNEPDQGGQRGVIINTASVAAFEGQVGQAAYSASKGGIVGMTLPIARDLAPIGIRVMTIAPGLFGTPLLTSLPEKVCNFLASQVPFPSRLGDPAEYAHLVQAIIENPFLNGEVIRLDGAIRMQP
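E. coli-expressed His-tagged HADH2 tested at 20 nM in alkaline Tris buffer (pH 9.0); oxidation of 90 uM beta-hydroxybutyryl-CoA with 1 mM NAD+ tracked fluorimetrically for 4 min.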
Pol III holo inh – qHTS Assay for Inhibitors of DNA Polymerase III Holoenzyme System. Potency, µM (series often up to 57.1 µM), for inactives: at the top dose activity change, negative = inhibition. reconstituted DNA polymerase III holoenzyme replication, biochemical. 0.25% of 71,000 active; also: potency is read from the fitted curve at half-maximal effect; % is scaled to controls: 0 for no effect and ±100 for the full control effect
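Reconstituted *E. coli* holoenzyme (0.35 nM Pol III, 1 nM beta, 154 nM SSB, 2 nM primase) was preincubated with compound for 15 min at RT. Synthesis on 1.4 nM ssM13Gori ran 35 min, then was stopped with PicoGreen/EDTA and read as dsDNA fluorescence.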
Fluorescein fluor – qHTS Assay for Spectroscopic Profiling in Fluorescein Spectral Region. Compound autofluorescence, 480/540 nm, fluorescein-equivalent; stronger effect = higher value. max fluorescein-equivalent concentration, M. 0.91% of 59,000 active. AID 593, 2007; in the data active = max fluorescein-equivalent concentration above about 10 nM; inconclusive = between about 1.1 nM and that limit
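Autofluorescence profiling; 100 mM Tris, pH 8.0; incubation 15 min at RT; ex/em 480/540 nm; result as fluorescein-equivalent concentration.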
HBB splicing – qHTS Assay for Modulators of Hemoglobin Beta Chain Splicing | 0.06% of 65,000 active | Potency, µM (titrated, usually from 46.1 µM), for inactives: top-dose activation, actives largely listed as activators | AID 925, 2007 | HBB splicing reporter cell assay, activation; EGFP reporter with mutant IVS2-654 intron; response scale: normalised to 500 nM splice-correcting PNA; also: potency is read from the fitted curve at half-maximal effect; 0% is about no effect
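Compounds were applied for 2 days to HeLa EGFP-654 cells, 500/well in Optimem with 2% FCS. The reporter's EGFP is disrupted by mis-splicing of beta-globin intron IVS2-654. Readout: summed well GFP fluorescence from 488 nm laser scanning; reference was 500 nM antisense […] 654 PNA.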
Hsp90 Hop PPI – qHTS Assay for Disrupters of an Hsp90 Co-Chaperone Interaction | Hsp90 C-terminal peptide / TPR2A (Hop) interaction, human | 0.44% of 71,000 active | AlphaScreen TPR2A-His6 binding biotin-Hsp90 C-terminal peptide | Potency, µM (doses to about 57 µM), for inactives: top-dose activity change, negative = inhibition; active = well fitted curve in either direction with a large enough effect; inconclusive = small, poorly fitted or top-dose-only effect, or another doubt; also: potency is read from the fitted curve at half-maximal effect; % is scaled to controls: 0 for no effect and ±100 for the full control effect; many of its hits are not listed in these tables
Rhodamine autofl – qHTS Assay for Spectroscopic Profiling in Rhodamine Spectral Region; Rhodamine-region fluorescence, 547/598 nm, Tris buffer; stronger effect = higher value; max dye-equivalent concentration, M; 0.05% of 59,000 active; in the data active = max dye-equivalent concentration above about 11 nM; inconclusive = between about 1.1 nM and that limit
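Intrinsic compound fluorescence, ex 547 / em 598 nm, CCD imager. Tris 100 mM pH 8.0; 15 min RT. Output = rhodamine dye-equivalent concentration at each compound concentration.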
TexasRed autofl – qHTS Assay for Spectroscopic Profiling in Texas Red Spectral Region; Compound fluorescence, Texas Red channel, 547/618 nm; stronger effect = higher value; max dye-equivalent concentration, M; 0.06% of 59,000 active; AID 587, 2007; in the data active = max dye-equivalent concentration above about 10 nM; inconclusive = between about 1.1 nM and that limit
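Spectral interference profiling: each compound concentration's relative fluorescence, read with a 547 nm excitation and 618 nm emission filter pair, was normalized to a per-plate Texas Red standard curve.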
UbGFP stabilizer – Ubiquitin-GFP Assay | Ubiquitin-GFP reporter cells, proteasome inhibition, GFP fluorescence; response scale: untreated = 0%, 10 µM MG-132 = 100% | Potency, µM (doses to about 45.9 µM), for inactives: at the highest dose activation (GFP accumulation), most hits filed as activators | 67,000 tested, under 10 active; active = well fitted activation curve with a large enough effect, not every such curve was filed as active; inconclusive = small, poorly fitted or top-dose-only effect, or another doubt; inactive = no such curve, though single readings can be large or run the other way; also: potency is read from the fitted curve at half-maximal effect
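U2OS cells stably expressing ubiquitin(G76V)-GFP, seeded overnight in 0.5% FBS medium, were exposed to compounds (qHTS, 46 uM to 2.9 nM) for 4 hr at 37 °C. GFP-positive cells were counted by laser cytometry (488 ex/515 em), normalized between basal and 10 uM MG-132.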
4-MU autofl – qHTS Assay for Spectroscopic Profiling in 4-MU Spectral Region | compound autofluorescence, 340/450 nm, 4-MU equivalents; stronger effect = higher value | max dye-equivalent concentration, M | 11% of 59,000 active | AID 589, 2007; in the data active = max dye-equivalent concentration above about 10 nM; inconclusive = mostly about 1.1 nM to 9.6 nM
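Intrinsic fluorescence at 340/450 nm (ex/em) was read after 15 min at room temperature in pH 8.0, 100 mM Tris. Each compound concentration expressed as 4-MU-equivalent concentration from a six-point 4-MU standard series on each plate.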
GFP derepression – qHTS Assay for Epigenetic Modulators | mouse C127i GFP locus derepression, cytometry, 30 h | Potency, µM (doses to about 46.1 µM), for the others: top-dose GFP derepression (activation) | 0.09% of 68,000 active | AID 597, 2007; also: % of control where 0% means no effect
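Derepression screen: silenced CMV-GFP reporter in murine C127i cells, 30 h compound incubation at 37 C, washed cells imaged by laser-scanning cytometer to enumerate GFP-expressing objects of 20 to 120 um.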
The depositor's hits bear a star; i = inactive; ? = inconclusive; · = not tested or not shown; & = joins results of further samples; [ ] = another dose, or the depositor's remark. Unless noted, calls follow the shape of the dose curve; as a rule, active = well fitted curve in the direction sought with a large enough effect; inconclusive = small, poorly fitted or top-dose-only effect, or another doubt; inactive = no such curve, though single readings can be large; an effect the other way counts as inactive or inconclusive.

SMILES | ALOX15 inhib | HADH2 inhib | Pol III holo inh | Fluorescein fluor | HBB splicing | Hsp90 Hop PPI | Rhodamine autofl | TexasRed autofl | UbGFP stabilizer | 4-MU autofl | GFP derepression
CCOCC(=O)Nc1sc2c(c1C(=O)OCC)CCCC2 | ? | -27% | -1% | i | -2.5% | ? | i | i | 3% | i | -2%
COCCN1CCn2c(nc3cc(NC(=O)c4ccc(OC)cc4)ccc32)C1 | ? | 25µM* | -1% | ? | -5.4%[57.5 µM] | -14% | i | i | 2% | 1.3e-08M* | 4%
Cc1cc(C(=O)Nc2c(C)n(C)n(-c3ccccc3)c2=O)cs1 | 1.6µM* | -3% | -4% | ? | -1.9% | ? | i | i | 5% | i | 0%
COc1ccc(C2=CC(c3c(C)nn(-c4ccccc4)c3Cl)n3nnnc3N2)cc1OC (stereo unspecified) | ? | ? | 1% | ? | -3.5% | 2% | i | i | 18% | 1.4e-08M* | -1%
Cc1cc(C)cc(N(C(=O)CNC(=O)c2ccco2)C(C(=O)NC2CCCC2)c2cccnc2)c1 (stereo unspecified) | 6% | 20% | 0% | i | · | -4% | i | i | 3% | i | -1%
CCOC(=O)NC(=O)COC(=O)Cc1cc(OC)c(OC)c(OC)c1 | -21% | 13% | -4% | ? | 0.0% | -1% | i | i | 0% | i | 0%
CC(=O)OCC(COC(C)=O)OC(C)=O | -5% | 0% | 6% | · | 1.2% | -4% | · | · | · | · | ·
CCOC(=O)C1CCN(C(=O)c2oc3ccc(S(=O)(=O)N4CC(C)CC(C)C4)cc3c2C)CC1 (stereo unspecified) | -12% | 7% | 2% | i | -0.3% | 0% | i | i | 2% | i | 0%
CCCn1c(-c2ccc(F)cc2)nc2c(NCCCN(C)C)nc(C)nc21 | -23% | ? | -1% | · | -0.9% | -2% | · | · | -13% | · | ·
NCCCCNS(=O)(=O)c1cccc2c(Cl)cccc12 | 3% | 0% | -1% | i | 1.1% | 0% | i | ? | 11% | i | 1%
O=C(O)[C@H](Cc1c[nH]c2ccccc12)N1C(=O)c2ccccc2C1=O | 24%[11.4 µM] | -14%[11.4 µM] | -8%[11.4 µM] | ? | 1.6%[9.22 µM] | 2%[11 µM] | i | ? | -2%[9.17 µM] | i | 0%[9.22 µM]
COc1ccc(C2C(C(=O)Nc3ccc(F)cc3)=C(C)Nc3nc(CCCO)nn32)cc1 (stereo unspecified) | -4% | 2% | -4% | · | 0.4% | -5% | · | · | 9% | · | -2%
COCC(=O)N1CCC2(CC1)CN(Cc1cc(C(F)(F)F)cc(C(F)(F)F)c1)C2 | 2% | 3% | -4% | i | 3.1% | -2% | i | i | -5% | i | -2%[9.22 µM]
C=CCn1c(-c2cc(OC)cc(OC)c2)n[nH]c1=S | -8% | -17% | 4% | i | -2.4%[57.5 µM] | -1% | i | i | 0% | i | -1%
O=C(Nc1ccccc1)N1CCC2(CC1)CCN(C(=O)c1cnccn1)CC2 | 2% | -2% | -10% | i | -1.1% | 2% | i | i | -3% | ? | -2%[9.22 µM]
CCCn1c(SCC(=O)OCc2ccccc2)nc2c1c(=O)n(C)c(=O)n2C | 0% | 17% | -13% | i | · | -2% | i | i | 1% | i | -1%
COc1ccc(NC(=O)CSc2nc3ccccc3c(=O)n2CCNC(C)=O)c(OC)c1 | 1% | 15% | -4% | i | 3.5% | -1% | i | i | 4% | i | -3%
Cc1oc(-c2ccc(Cl)cc2)nc1CN1CCCC(C(=O)NCc2ccco2)C1 (stereo unspecified) | -19% | 0% | 4% | i | 0.2% | -1% | i | i | -10% | i | 1%
COc1ccc(N2CCN(C(=O)c3ccc(C)c(Cl)c3)CC2)cc1 | -4% | 6% | 0% | i | -1.4% | -7% | i | i | -2% | i | -3%
COCCn1c(SCC(=O)c2cccc(OC)c2)nnc1-c1ccco1 | 6% | -1% | -5% | ? | -1.0% | -1% | i | i | -1% | i | 1%
CCOC(=O)C1CCCN(C(=O)CCNS(=O)(=O)c2ccc3c(c2)CCC(=O)N3)C1 (stereo unspecified) | 7% | 3% | 0% | i | -1.2% | 2% | i | ? | 10% | i | 5%
COc1cccc(Cn2c(=O)c(C)nc3cnc(N4CCNCC4)nc32)c1 | 14% | -4% | -10% | i | 4.3% | -5% | i | i | 15% | ? | -3%[9.22 µM]
COc1ccc(C2C(C#N)=C(N)Oc3cc4c(cc32)OCO4)cc1 (stereo unspecified) | -21% | 18% | -5% | ? | 1.4% | -6% | i | i | 3% | ? | 2%
COc1ccc(Br)cc1S(=O)(=O)N1CCN=C1C | ? | 5% | 1% | · | -3.2% | -5% | · | · | -4% | · | 0%
Cc1ccc(S(=O)(=O)C2(C(=O)NC3CCCC3)CC2)cc1 | 0% | 6% | -3% | i | -1.2% | -3% | i | i | -5% | i | 2%

Complete entries, looked up by structure.
`COCCN1CCn2c(nc3cc(NC(=O)c4ccc(OC)cc4)ccc32)C1` is entered as ALOX15 inhib = ?; HADH2 inhib = 25µM*; Pol III holo inh = -1%; Fluorescein fluor = ?; HBB splicing = -5.4%[57.5 µM]; Hsp90 Hop PPI = -14%; Rhodamine autofl = i; TexasRed autofl = i; UbGFP stabilizer = 2%; 4-MU autofl = 1.3e-08M*; GFP derepression = 4%
`COc1ccc(N2CCN(C(=O)c3ccc(C)c(Cl)c3)CC2)cc1` is entered as ALOX15 inhib = -4%; HADH2 inhib = 6%; Pol III holo inh = 0%; Fluorescein fluor = i; HBB splicing = -1.4%; Hsp90 Hop PPI = -7%; Rhodamine autofl = i; TexasRed autofl = i; UbGFP stabilizer = -2%; 4-MU autofl = i; GFP derepression = -3%

(listing goes on)
SMILES | ALOX15 inhib | HADH2 inhib | Pol III holo inh | Fluorescein fluor | HBB splicing | Hsp90 Hop PPI | Rhodamine autofl | TexasRed autofl | UbGFP stabilizer | 4-MU autofl | GFP derepression
O=C(c1cnccn1)N1CCC2(CCN(Cc3cc(C(F)(F)F)cc(C(F)(F)F)c3)CC2)CC1 | -13% | 24% | 4% | i | -0.1% | ? | i | i | -15% | i | -2%[9.22 µM]
O=C(Cn1c(=S)nc2ccccn21)N1CCc2ccccc2C1 | 3% | 2% | -11% | i | 0.1% | 0% | i | i | 5% | i | -2%
COc1ccc(OCC(=O)N2CCN(C(=O)Cc3ccccc3)CC2)cc1 | 11% | 1% | -1% | i | 0.4% | -4% | i | i | -4% | i | 0%
CCOC(=O)Cc1csc(NC(=O)COc2ccccc2)n1 | -1% | 9% | 4% | i | 0.9% | -4% | i | i | 3% | i | -3%
CCc1nnc(NC(=O)CSc2nnc(COc3cccc(C)c3)o2)s1 | 21% | 6% | -6% | i | · | -24% | i | i | 0% | i | -1%
CCCn1c(=O)c(C(=O)Nc2ccccc2C(=O)OCC)c(O)c2ccccc21 | -2% | 24% | 3% | ? | 1.9%[0.369 µM] | -4% | i | i | · | 8.1e-08M* | 2%
COc1ccccc1-c1nnc(SCC(=O)Nc2cc(C)on2)o1 | 7% | 24% | 2% | i | 1.3% | -5% | i | i | -2% | i | 0%
CC(C)(C)NC[C@H](O)COc1cccc2c1CCCC2=O | 1%&13%[25.6 µM] | 3%&1%[25.6 µM] | -3%&-4%[25.6 µM] | ? | -0.7%&0.7%[20.6 µM] | -4%&-3%[26 µM] | i | i | 4%&-7%[20.5 µM] | i | 0%&0%[20.6 µM]
O=C(OCC1CO1)C1CCCCC1C(=O)OCC1CO1 (stereo unspecified) | 2% | 8% | -3% | · | 0.2% | 1% | · | · | · | · | ·
O=C1C(=O)c2ccccc2C(O)=C1C(CCc1ccccc1)C1=C(O)c2ccccc2C(=O)C1=O | ? | -2%[11.4 µM] | -12%[11.4 µM] | ? | 3.2%[9.22 µM] | -19%[11 µM] | i | i | -5%[9.17 µM] | 2.1e-08M* | 9%[9.22 µM]
CCC1=C(C[C@H]2NCCc3ccccc32)C[C@@H]2c3cc(OC)c(OC)cc3CCN2C1 | -17%[11.4 µM] | 3%[11.4 µM] | -3%[11.4 µM] | ? | 4.5%[9.22 µM] | -3%[11 µM] | i | i | -4%[9.17 µM] | ? | 2%[9.22 µM]
CCOC(=O)CNC(=O)CN1C(=O)CCS(=O)(=O)c2ccccc21 | -2% | 9% | -6% | i | 1.7% | 3% | i | i | 5% | i | 3%
Cn1c(=O)c2c(ncn2CC(=O)NC(C)(C)C)n(C)c1=O | 1% | 5% | -12% | i | -0.2%[57.5 µM] | 4% | i | i | -2% | i | 1%

An excerpt; count on the stated rates, not on these rows.
